GPR151_activ – activates the human receptor GPR151; 650,000 compounds, 1% hits; activation, % at 11.2 µM; PathHunter beta-arrestin GPR151 cells, luminescence; in the data active = activation above about 4.9%;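 also: 0% = median of compound wells and 100% = cells with positive control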
Numbers without * were called inactive. These rows are one share of the data, so the mix of outcomes need not match the whole.

SMILES GPR151_activ
Cc1nn(C)c(C)c1NS(=O)(=O)c1c(Cl)cc(-c2ccnc(N3CCNCC3)c2)cc1Cl -0.2
CON=C(C(=O)OC)c1ccccc1CON=C(C)c1cccc(C(F)(F)F)c1 -0.1
Cc1cccc(C(=O)Nc2ccnc(N(C)C3CCN(CC(C)C)CC3)c2)c1 -1.5

Compounds listed so far containing a halogen, in the order listed:
SMILES GPR151_activ
Cc1nn(C)c(C)c1NS(=O)(=O)c1c(Cl)cc(-c2ccnc(N3CCNCC3)c2)cc1Cl -0.2
CON=C(C(=O)OC)c1ccccc1CON=C(C)c1cccc(C(F)(F)F)c1 -0.1
